NPYLR7 agonist: activates Aedes aegypti NPYLR7 receptor; HEK293T NPYLR7/Galpha15, GCaMP6s calcium fluorescence; activation, % at 10 µM; 270,000 tested, 0.15% active; AID 1259423; in the data active = activation above about 40%;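 note: 0% = vehicle and 100% = reference agonist at the receptor; some compounds past the cut are filed as inactive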
hcGAS lum: inhibitors of human cGAS; 290,000 tested, 0.081% active; AID 1259398; recombinant h-cGAS, ATP depletion, Kinase-Glo luminescence; inhibition, % at 12.5 µM;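 note: 0% = vehicle reaction and 100% = reaction without DNA for no activity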
Target sequence (Q8N884 whole entry, looked up): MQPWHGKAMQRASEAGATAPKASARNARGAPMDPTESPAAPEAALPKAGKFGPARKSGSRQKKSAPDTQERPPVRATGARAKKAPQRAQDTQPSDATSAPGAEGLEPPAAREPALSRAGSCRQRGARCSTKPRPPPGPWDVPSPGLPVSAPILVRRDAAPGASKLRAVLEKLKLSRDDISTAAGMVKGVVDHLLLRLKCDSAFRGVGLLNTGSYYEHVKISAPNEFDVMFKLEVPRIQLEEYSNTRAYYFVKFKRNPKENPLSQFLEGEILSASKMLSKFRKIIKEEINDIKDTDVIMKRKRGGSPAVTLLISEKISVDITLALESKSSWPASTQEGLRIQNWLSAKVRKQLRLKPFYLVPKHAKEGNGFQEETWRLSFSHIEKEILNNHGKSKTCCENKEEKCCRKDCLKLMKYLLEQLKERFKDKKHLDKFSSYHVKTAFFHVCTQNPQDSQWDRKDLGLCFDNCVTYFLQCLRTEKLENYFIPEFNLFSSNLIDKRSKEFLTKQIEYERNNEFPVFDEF
mcGAS inh: blocks mouse cGAS activity; Q8C6L5; recombinant cGAS, Kinase-Glo ATP depletion luminescence; inhibition, % at 12.5 µM; 160,000 tested, 0.15% active; AID 1259399;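 note: 0% = negative control wells and 100% = reference inhibitor with no enzyme activity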
An asterisk follows results filed as active; x = not tested or not shown; & = joins results of further samples. Cut-off read from the data, not from the text of the source, unless noted: active = inhibition above about 40%; inactive = the rest.

smiles	mcGAS inh	hcGAS lum	NPYLR7 agonist
CCc1[nH]n(-c2cc(C)ccc2C)c(=O)c1C1=C(N2CCOCC2)C(=O)N(c2ccccc2F)C1=O	-9&-5	-5&-1	6&2
C=CCN1C[C@@H]2C[C@@H](C(=O)NC)N(C(=O)Cc3ccccc3)c3cccc(c32)C1=O	-9	1	4
CC(=O)O[C@H]1[C@@H](CN(C)S(=O)(=O)c2cccs2)[C@H]2O[C@@H]1c1ccccc12	0	7	-8
CCc1cc(N(CCC#N)CCC#N)n2ncnc2n1	-9	-8	0
COc1cccc(C(=O)N(CCN(C)C)Cc2c(-c3ccccc3)noc2N2CCCC2)c1	-8	-7	8
O=C(Cc1cccc(Cl)c1)N1CCOC(COCc2ccccc2F)C1 (stereo unspecified)	-7	-5	-5
CCn1ncnc1C(C)NC1CC(C)(C)NC(C)(C)C1 (stereo unspecified)	-12	-10	x
CC1=C(C(=O)N(C)C)C(c2ccc(Cl)cc2)NC(=S)N1c1ccc2c(c1)OCCO2 (stereo unspecified)	-2	0	2
O=C(Nc1nccs1)C1=COCCO1	x	-11	0
CN(C)c1ccc(/C=C/C=N\Nc2nc(N3CCOCC3)nc(N3CCOCC3)n2)cc1	-4	-3	0
Cc1cccc(N2CCN(CCNC(=O)c3ccc(F)cc3)CC2)c1	x	-7	2
Cc1c(C(=O)NCc2cccnc2Oc2ccccc2F)cnc2ccnn12	x	-2	0
CCC(=O)c1cc(Br)ccc1OCc1ccc(C)cc1	x	0	-1
CC1CCCN(S(=O)(=O)c2cccc(C(=O)Nc3sccc3C#N)c2)C1 (stereo unspecified)	-12	-5	0
CCCN1C(=S)NC(c2cccc(Cl)c2)C(C(=O)NC(C)(C)C)=C1C (stereo unspecified)	x	-5	2
Cc1cccc(OCC(=O)N2CCOC(c3ccccc3)C2)c1 (stereo unspecified)	x	-3	25
COc1ccc(Cl)cc1CC1(C)C(=O)Nc2ccc(-c3ccccc3OC)cc21 (stereo unspecified)	-4	1	0
N#Cc1c(N)n(-c2ccc(I)cc2)c2nc3ccccc3nc12	x	-4	9
COc1cccc(Cl)c1-c1ccc2nc(C(C)O)[nH]c2c1 (stereo unspecified)	-16	0	-1
O=C(CCC1CCN(C(=O)c2ccoc2)CC1)N1CCC(Cc2ccccc2)CC1	x	-5	8
O=C(COCc1ccccc1)N1CCN(c2nccc(-c3cccc(C(F)(F)F)c3)n2)CC1	-6	-6	3
COc1cc(Nc2cc3c(cn2)cc(-c2cnn(C)c2)n3C)cc(C(F)(F)F)c1	-7	-6	14
CC(C)COC(=O)CNc1n[nH]c(=O)[nH]c1=O	-2	-2	-2
Cn1ccnc1SCc1cc(=O)c(OC(=O)c2cccc([N+](=O)[O-])c2)co1	-7	-9	-6
CC1CCC(NC(=O)c2ccc(Br)o2)CC1 (stereo unspecified)	x	-1	-1
CCCCc1ccc(C(=O)N2CCc3nc(Cc4cccc(F)c4)nc(N4CCOCC4)c3C2)cc1	-4	-5	-3
O=C(Nc1cccc(Cl)c1)N1CCN(C(C(=O)N2CCCC2)C2CCCC2)CC1 (stereo unspecified)	-8	-8	-9
C=C(CC(=O)OC)C(=O)Nc1ccc(OC)nc1	-4	-2	-9
CCNC(=O)c1nn(-c2ccc(F)cc2)c(=O)n(Cc2ccc(C(F)(F)F)cc2)c1=O	-5	-2	15
CC(C)CN(Cc1nccn1Cc1c(F)cccc1Cl)C(=O)CCc1ccccc1	-5	-10	21
COc1ccc(-c2cc(C(=O)N(CCC#N)Cc3cccnc3)c(C)n2-c2ccccc2Cl)cc1	-4	-5	-4
CCCCN(CCC(=O)N1CCOCC1)c1nc(Cc2cccc(OC)c2)ns1	-5	-6	-6
O=C(N1CCOC(CCCc2ccccc2)C1)C1(Cn2cccn2)CC1 (stereo unspecified)	-13	-4	5
CC(C)C(=O)N1CCOCC2(CN(Cc3ccc(N(C)C)nc3)CCO2)C1 (stereo unspecified)	x	-5	10
Cc1ccccc1C1(O)CCN(C/C=C/c2ccco2)C1 (stereo unspecified)	x	0	-1
Cc1c(NCC2CCCO2)nn2c(C(F)(F)F)nnc2c1C (stereo unspecified)	x	-8	-5
Cc1ccc(C(=O)N2[C@H]3CCNC[C@@H]2CC3)cc1N1CCNC1=O	x	-6	7
CSCCC(C(=O)O)N1C(=O)C2C3CC(C(Br)C3Br)C2C1=O (stereo unspecified)	-2	-8	14
C[C@]12CCC(=O)C=C1CCC[C@@H]2OC(=O)Nc1ccccc1	-7	-2	1
O=S1(=O)CCC(Nc2nc(-c3cccnc3)nc3scc(-c4ccccc4)c23)C1 (stereo unspecified)	x	6	-7
CC(C)c1ncc(C(=O)N2CCC3(CCNCC3)CC2)cn1	x	-3	2
Cc1nccn1-c1ccc(NC(=O)C2CCCN(Cc3ccc4c(c3)CCO4)C2)cc1 (stereo unspecified)	x	-5&-3	7&-8
O=C(c1ccccc1-c1ncc[nH]1)N1CC(=O)N(C2CCCCC2)CC(OCc2ccccn2)C1 (stereo unspecified)	-1	0	8
COc1ccc(/C=C/C(=O)NCCCOc2cccc([N+](=O)[O-])c2)cc1	1	-1	-2
Cc1ccc(NC(=O)CNCCNc2ncccc2C)c(C)c1	x	-7	5
COc1cccc(C(CN2CCN(C(=O)c3ccc(OC)c(F)c3)CC2)OCc2cccc(Cl)c2)c1 (stereo unspecified)	-2	2	-5
O=C(Nc1ccccc1)N(Cc1ccc(F)cc1)C1CC1	-10	-10	-8
CC(=O)c1c(SCc2ccccc2Cl)nc(=O)[nH]c1C	-4	-7	9
CC(C)CCNC(=O)CCc1nnc2n(CCCOC(C)C)c(=O)c3ccccc3n12	x	-1	-3
CC(=O)NCc1nnc2n1CCNCC2	-18	1	3
COc1cc2c(cc1OC)CN(C1CCCN(C(=O)c3cccc(Br)c3)C1)CC2 (stereo unspecified)	-6	-5	24
COCC(=O)N1CCCN(Cc2cc3c(cc2OC)OCCCO3)CC1	x	-8	2
CCOC(=O)N1CCN(C(=O)c2csc3nc(-c4cccc(Cl)c4)cn23)CC1	x	-7	19
COc1ccc(CN(CC(C)C)C(=O)c2ccccc2OC)cc1OS(=O)(=O)c1cccc(C(F)(F)F)c1	-3	-5	x
Cc1nn(-c2ccc(N3CCCCC3)nn2)c2c1C(c1ccc(OC(C)C)cc1)CC(=O)N2 (stereo unspecified)	x	-6	1
O=C(CN1CCc2sccc2C1c1ccc(Cl)cc1)N1CCCN(C(=O)c2cccc([N+](=O)[O-])c2)CC1 (stereo unspecified)	-1	-1	11
Cn1c(=O)n(CCN2CCCCC2)c(=O)c2c1nc1n2CCCN1Cc1ccccc1	-9	-7	x
CCOC(=O)C1(Cc2ccccc2C)CCCN(C(=O)c2ccc(CSC)o2)C1 (stereo unspecified)	-9&-5	-9&-3	13&-3
CCc1nc2n(n1)C(=O)C(C(c1cccc(Br)c1)N1CCOCC1)S2 (stereo unspecified)	-8	-8	-3
CC(C)Cc1nc(CS(=O)(=O)C/C=C/c2ccccc2)no1	-16	-6	25

Following part.
smiles	mcGAS inh	hcGAS lum	NPYLR7 agonist
CCOC(=O)NN=C(C)c1ccc(C)o1	-7	-9	0
CCn1ccnc1-c1c(-c2ccccc2)ncn1CCN1CCCCC1CO (stereo unspecified)	-10	-3	4
CCOc1cc(C2Nc3ccccc3N=C3CC(c4ccccc4)CC(=O)C32)cc([N+](=O)[O-])c1O (stereo unspecified)	-3	-2	2
CCc1cc(C#N)c(NC(C)=O)s1	x	-9	-5
CN(Cc1ccc(S(C)=O)cc1)c1ccccc1S(C)(=O)=O (stereo unspecified)	-12	-4	3
CC(C)CC(C)NC(=O)c1ccc(-n2nc(-c3cccc(C(F)(F)F)c3)cc2N)cc1 (stereo unspecified)	-4	-7	11
CNCC[C@H](Oc1ccc(C(F)(F)F)cc1)c1ccccc1	0	4	-5
COc1ccc(C(O)=C2C(=O)C(=O)N(CCN3CCNCC3)C2c2ccc(OC)c(OC)c2)cc1 (stereo unspecified)	0	4	-4
CCS(=O)(=O)c1ccc(C(=O)N(CCCN(C)C)c2nc3c(OC)ccc(C)c3s2)cc1	-8	-2	2
COc1ccc(C)c2sc(N(Cc3cccnc3)C(=O)c3ccc(S(=O)(=O)N(C)C)cc3)nc12	-8	-6	-13
CCOC(=O)c1ccc2c(c1)nc(SCc1ccc(C(F)(F)F)cc1C(F)(F)F)n2Cc1ccccn1	-6	-6	-5
CCOc1ccc(C(=O)C(C)Oc2cc(OC)ccc2C(N)=O)cc1 (stereo unspecified)	-9	-2	1
Cc1cc(C)nc(SCc2cc(=O)c(OC(=O)Cc3ccc(Cl)cc3)co2)n1	31	-1	-10
OC1CCN(c2ccnc(N3C[C@@H]4[C@@H]5CC[C@@H](C5)[C@@H]4C3)n2)C1 (stereo partly specified)	-15	-7	x
COc1ccccc1Cn1cc(C(=O)NCc2cccc(C(F)(F)F)c2)sc1=O	x	-5	12
O=c1oc2ccccc2c(N2CCC(c3ccccc3)C2)c1[N+](=O)[O-] (stereo unspecified)	x	-8	1
CCN(CC)S(=O)(=O)c1ccc(OC)c(N2CCN(S(=O)(=O)c3ccccc3C#N)CC2)c1	2	4	7
CCCn1c(O)c(N=NC(=O)c2ccccc2N)c2ccccc21	-6	-2	-7
Cc1c(F)cccc1NC(=O)CNCCc1ccccn1	x	-10	4
O=C(C#Cc1ccccc1)Nc1ccc(C(=O)NC23CC4CC(CC(C4)C2)C3)cc1	x	9	2

Some of these compounds in order of molar mass, rising:
smiles	mcGAS inh	hcGAS lum	NPYLR7 agonist
CC(=O)c1c(SCc2ccccc2Cl)nc(=O)[nH]c1C	-4	-7	9
COc1ccc(Cl)cc1CC1(C)C(=O)Nc2ccc(-c3ccccc3OC)cc21 (stereo unspecified)	-4	1	0
N#Cc1c(N)n(-c2ccc(I)cc2)c2nc3ccccc3nc12	x	-4	9

Additional entries follow.
smiles	mcGAS inh	hcGAS lum	NPYLR7 agonist
CN(C)C(=O)COC(=O)c1csc(-c2ccc3c(c2)OCCO3)n1	x	-10	12
Cc1ccc(-c2nc(N)nc3nc[nH]c23)c(-n2nc(C)cc2C)c1	-9	-4	-1
Cn1ccnc1CN1CCN(c2nc3nonc3nc2N2CCCCC2)CC1	x	-7	1
O=P(NCc1cn2ccccc2n1)(c1ccccc1)c1ccccc1	x	-5	-6
CC(C)Nc1ccc(C(=O)NCCc2ccccc2F)cn1	-5	-3	-3
CC1(C(=O)Nc2ccc3nc[nH]c3c2)CCN1C(=O)Cc1ccc(-c2ccccc2)cc1 (stereo unspecified)	-4	-8	-4
COc1ccc(/C=C2\Oc3c4c(cc(C)c3C2=O)OCN(C2CCS(=O)(=O)C2)C4)cc1 (stereo unspecified)	-6	-6	15
CC(=O)Nc1ccc(C(=O)N(C)Cc2ccc(F)cc2F)s1	-6	-4	-2
COc1ccc(N2CCN(c3cc(C(=O)NCCC4CCCN4C)c4ccccc4n3)CC2)cc1 (stereo unspecified)	-3	-4	9
Cc1ccccc1-c1ccc(N2CCN(C(=O)Nc3cccs3)CC2)nn1	5	9	x
COc1ccccc1C(=O)Nc1ccc(Cl)c(-c2nc3ccc(C)cc3o2)c1	1	2	-8
CCOc1ccccc1N1CCN(C(=O)c2cc(-c3ccccc3)nn2-c2ccc(C)cc2C)CC1	0	0	-3
CC(C)(C)c1ccc(C(=O)NCCNc2ccc(Nc3cccnc3)nn2)cc1	-12	-7	-1
Cc1noc(C(C)C)c1C(=O)NC1CCN(C2CC2)CC1	x	-6	3
O=C(OCc1cccc2c1OCCO2)C1CCS(=O)(=O)C1 (stereo unspecified)	x	-16	0
CCOC(=O)C1CCN(C(=O)c2ccc(-n3nc(-c4ccccc4)cc3NC(C)=O)cc2)CC1	x	-5	-8
O=C1OC(=C2C(=O)C(=O)N(c3ccccc3)C2c2ccccc2)C=C1Nc1ccccc1 (stereo unspecified)	x	-3	4
Cc1cc2c(=O)n(C)c(SCc3ccc(Cl)cc3)nc2s1	x	-3	-3
O=C1OC(c2cccc(Br)c2)=N/C1=C\C=C\c1ccccc1	x	-3	-1
CCCOc1ccc(-c2nc(C(=O)Nc3ccc(OC)cc3)cs2)c(F)c1	-4	-5	x

3 records drawn at random from those above:
smiles	mcGAS inh	hcGAS lum	NPYLR7 agonist
CC(C)Nc1ccc(C(=O)NCCc2ccccc2F)cn1	-5	-3	-3
Cc1ccc(-c2nc(N)nc3nc[nH]c23)c(-n2nc(C)cc2C)c1	-9	-4	-1
O=C1OC(=C2C(=O)C(=O)N(c3ccccc3)C2c2ccccc2)C=C1Nc1ccccc1 (stereo unspecified)	x	-3	4

Compounds from the list above that have a tert-butyl group, in the order listed:
smiles	mcGAS inh	hcGAS lum	NPYLR7 agonist
CCCN1C(=S)NC(c2cccc(Cl)c2)C(C(=O)NC(C)(C)C)=C1C (stereo unspecified)	x	-5	2
CC(C)(C)c1ccc(C(=O)NCCNc2ccc(Nc3cccnc3)nn2)cc1	-12	-7	-1

(cont.)
smiles	mcGAS inh	hcGAS lum	NPYLR7 agonist
CCCCC1C=CCN1C(=O)c1cccc2ccnn12 (stereo unspecified)	3	2	5
O=C1C=CC(=O)N1Nc1nc(=O)[nH]c2ccccc12	x	-3	1
C=CCN1C(=O)C(CSCC(=O)O)NC1=S (stereo unspecified)	x	4	6
Cc1cc(C)n2c3c(c(C#N)c2n1)CCCC3	-3	2	4
Cc1nccn1-c1ccc(NC(=O)COC2CCCCC2)cc1F	-8	-11	0
